Assay outcomes (PubChem)
pAkt inh – Akt phosphorylation inhibition | AID 651550 | Neuro2A IGF-stimulated pAkt S473 HTRF, 20 min; active compounds read low | activity change, % for hits at 50 µM | actives 0.32% (n = 360,000); in the data active = activity change below about -80%; inconclusive = mostly about -51% to -80%; note: % is set by controls: 0 for no effect and ±100 for the full control effect
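Neuro2A cells (4,500/well, DMEM with 0.5% FBS) were treated with compound at a single 50 µM final concentration, stimulated with 6 nM IGF for 20 min at 37 °C, and lysed. Phospho-Akt Ser473 was read by HTRF as 665/615 ratio ×10^4.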
Abeta yeast res – A-beta toxicity reversal in yeast. actives 0.063% (n = 410,000). Potency, µM (top dose mostly 46.1 µM), for the others: top-dose growth rescue, actives largely listed as activators. AID 1347071. yeast expressing A-beta42, growth rescue, OD600, 48 h; response scale: 0% DMSO, 100% iron-clioquinol control; note: potency is the fitted concentration of half-maximal effect; nearly all actives have a fitted effect of over 55% in size
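Yeast growth medium received pinned compounds, then yeast cells expressing toxic A-beta were added; plates incubated at 30 C for 48 hr. Growth read as absorbance at 600 nm, normalized to DMSO and equimolar FeCl3 plus clioquinol controls.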
aSyn yeast inh – alpha-synuclein toxicity inhibition in yeast; Yeast expressing alpha-synuclein, growth rescue, BacTiter-Glo, 24 h; Potency, µM (series often up to 46.1 µM), inactives show at the top dose growth rescue (activation), actives largely listed as activators; actives 0.14% (n = 370,000); note: potency is the fitted concentration of half-maximal effect; % of control where 0% means no effect; nearly all actives have a fitted effect of over 65% in size
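Readout is rescue of growth in alpha-synuclein-expressing yeast, so inhibitors of toxicity appear as activators. Growth after 24 hr at 30 deg C in galactose medium is quantified by luminescence.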
FUS yeast rescue – rescues growth of FUS-expressing yeast; S. cerevisiae FUS-expressing, growth rescue, OD600, 24 h; Potency, µM (series often up to 76.6 µM), for the others: at the top dose growth rescue (activation), hits mostly activators; actives 0.24% (n = 390,000);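 note: potency is the fitted concentration of half-maximal effect; plate controls were DMSO vehicle for no effect and reference control for full effect; nearly all actives have a fitted effect of over 55% in size; some results filed as inactive show a strong effect at the top dose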
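Galactose (2%) drives FUS expression in yeast precultured in raffinose; seeding density OD 0.005. Test compounds incubated 24hr at 30C and 99% humidity before absorbance at 600 nm was measured.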
GLP-1R agonist – GLP-1 receptor (human) agonism. HEK293 GLP-1R CRE-luciferase, luminescence, 4-6 h; cells express a hypersensitive GLP-1R form. Potency, µM (doses to about 45.6 µM), inactives show top-dose activation, most hits filed as activators. actives 0.007% (n = 380,000). AID 624172; note: potency is the fitted concentration of half-maximal effect; % of control where 0% means no effect
GLP-1R inv ag – acts as inverse agonist at human GLP-1 receptor; Potency, µM (top dose mostly 38.3 µM), without a hit: at the highest dose activity change, negative = inhibition, most hits filed as inhibitors; AID 624417; actives 1.6% (n = 410,000); HEK293 GLP-1R CRE-luciferase, luminescence, 24 h; GLP-1R form is constitutively active; P43220; note: potency is the fitted concentration of half-maximal effect; % is set by controls: 0 for no effect and ±100 for the full control effect; nearly all actives have a fitted effect of over 55% in size
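Seeding at 200 cells/uL, 12 h culture, 24 hr compound treatment, then luciferase reagent and a luminescence read; cells are HEK293 stably expressing a constitutively active GLP-1R plus cAMP-responsive luciferase.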
D3 antag – antagonists of human D3 dopamine receptor. P35462. D3R cells, DiscoveRx beta-arrestin luminescence, antagonist mode; active compounds read low. max response, negative = inhibition, %. actives 2.5% (n = 360,000). AID 652054; in the data active = max response below about -50%; inconclusive = no clear call, values can overlap the other calls; note: % is set by controls: 0 for no effect and ±100 for the full control effect; mostly tested at two doses, the higher about 12 µM
Target sequence (P35462 whole entry, looked up): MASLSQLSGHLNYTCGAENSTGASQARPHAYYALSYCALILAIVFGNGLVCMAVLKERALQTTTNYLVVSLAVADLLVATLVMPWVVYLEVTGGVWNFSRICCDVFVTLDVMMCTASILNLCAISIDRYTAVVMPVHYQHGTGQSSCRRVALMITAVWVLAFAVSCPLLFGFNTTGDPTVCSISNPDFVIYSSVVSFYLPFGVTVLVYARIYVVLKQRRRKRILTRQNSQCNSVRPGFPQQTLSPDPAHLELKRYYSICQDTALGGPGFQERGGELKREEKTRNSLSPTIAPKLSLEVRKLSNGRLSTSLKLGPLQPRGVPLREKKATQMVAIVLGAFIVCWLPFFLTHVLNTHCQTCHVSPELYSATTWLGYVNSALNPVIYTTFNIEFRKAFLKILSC
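Cells plated overnight at 1500 cells/well, then exposed to library compounds with dopamine controls for 90 minutes at 37 degrees C. DiscoveRx reagent added for 30–60 minutes at room temperature; luminescence read, quantitative HTS format.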
PTHR1 agonist – PTHR1 (human) receptor agonism. Q03431. HEK293 GP2 PTHR1 cells, GloSensor cAMP luminescence, 1 h. Potency, µM (titrated, usually from 115 µM), for inactives: at the highest dose activation, most hits filed as activators. actives 0.075% (n = 410,000); note: potency is the fitted concentration of half-maximal effect; nearly all actives have a fitted effect of over 55% in size; some results filed as inactive show a strong effect at the top dose; inactives centre near -15; many of its hits are not listed in these tables
Target sequence (Q03431 whole entry, looked up): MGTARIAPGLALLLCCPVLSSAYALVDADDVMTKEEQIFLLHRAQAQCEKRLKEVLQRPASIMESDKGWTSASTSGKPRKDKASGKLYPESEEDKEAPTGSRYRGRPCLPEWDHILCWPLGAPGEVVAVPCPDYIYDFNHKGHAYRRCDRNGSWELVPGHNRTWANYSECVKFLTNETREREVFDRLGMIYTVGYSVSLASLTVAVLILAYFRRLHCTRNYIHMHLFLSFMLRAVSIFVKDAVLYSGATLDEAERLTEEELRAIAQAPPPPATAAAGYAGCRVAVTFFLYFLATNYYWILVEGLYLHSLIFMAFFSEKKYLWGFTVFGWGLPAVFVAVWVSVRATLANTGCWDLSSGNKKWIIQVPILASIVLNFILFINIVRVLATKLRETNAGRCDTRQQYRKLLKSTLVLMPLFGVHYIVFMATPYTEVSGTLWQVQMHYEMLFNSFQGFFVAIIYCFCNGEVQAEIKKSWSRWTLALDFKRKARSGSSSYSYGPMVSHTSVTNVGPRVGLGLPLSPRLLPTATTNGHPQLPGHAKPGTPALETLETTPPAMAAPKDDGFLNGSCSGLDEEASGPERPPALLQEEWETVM
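HEK-293-derived GP2 cells expressing PTHR1 and a GloSensor cAMP reporter, 3,000/well, plated overnight, given luciferin plus IBMX (each 0.5 mM as added) for 1 h at 37 °C, then compound for 1 h at 37 °C. Luminescence was read after 15 min at room temperature.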
TDP-43 yeast inh – inhibitors of TDP-43 toxicity in yeast; TDP-43 expressing yeast growth rescue, BacTiter-Glo, 24 h; Potency, µM (series often up to 46.1 µM), for the others: top-dose growth rescue (activation), hits mostly activators; actives 1.8% (n = 410,000); note: potency is the fitted concentration of half-maximal effect; % of control where 0% means no effect; nearly all actives have a fitted effect of over 50% in size
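Growth rescue of TDP-43-toxic yeast measured as ATP luminescence (BacTiter-Glo). Cells grown to mid-log in raffinose, induced in galactose at OD600=0.02, exposed to compound 24 hr at 30 deg C.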
An asterisk follows results filed as active; i = inactive; ? = inconclusive; . = no result given; [ ] = remark or other dose. Unless noted, calls come from the whole dose curve; as a rule, active = well fitted curve in the direction sought with a large enough effect; inconclusive = small, poorly fitted or top-dose-only effect, or another doubt; inactive = no such curve, though single readings can be large; an effect the other way counts as inactive or inconclusive.

Under each structure: pAkt inh	Abeta yeast res	aSyn yeast inh	FUS yeast rescue	GLP-1R agonist	GLP-1R inv ag	D3 antag	PTHR1 agonist	TDP-43 yeast inh
1. Cc1ccc(CN2C(=O)CCC2(C)c2nnnn2Cc2ccccc2)cc1 (configuration not stated)
→ i	-10%	12%	-4%	2%	11%	0	i	10%
2. Cc1cc(-c2ccccc2)nc(N(C)NC(=O)c2c(F)cccc2F)c1S(C)(=O)=O
→ i	24%	29%	-2%	2%	-31%	-18	-12%	14%
3. [O-]/[N+](=C\c1ccccc1)c1ccccc1
→ i	-14%	-7%	-23%	2%	13%	-7	i	15%
4. CC(NC(=O)c1ccc(Cl)cc1)C(=O)N1CCCCC1 (configuration not stated)
→ i	0%	0%	-18%	6%	4%	-17	i	9%
5. CCOc1ccccc1OCCCC(=O)NC1=NCCS1
→ i	10%	1%	51%	9%	-18%	-13	?	-13%
6. Cc1cc(C)cc(Nc2cc(-c3ccccc3)nc(C)n2)c1
→ .	11%	.	15%	.	?	.	i	?
7. COc1ccc(NC(=O)O/N=C/c2ccncc2)cc1
→ i	-3%	-6%	10%	7%	10%	2	-56%	-10%[9.22 µM]
8. CCOC(=O)N1CCN(S(=O)(=O)N2CCCC(C(=O)NCc3ccccc3OCC)C2)CC1 (configuration not stated)
→ i	10%	-2%	10%	-1%	-11%	-23	-77%[inhibitor]	3%
9. O=S(=O)(c1ccc(Cl)s1)N1CCN(CCc2ccccc2)CC1
→ i	-14%	13%	7%	-14%	-26%	-1	-36%[inhibitor]	-2%
10. CCOc1ccc(NC(=O)/C=C/c2ccc(OC)cc2)c([N+](=O)[O-])c1
→ i	2%	1%	-11%	2%	0%	0	-23%	11%
11. O=C(NC1=NCCS1)c1cccc(S(=O)(=O)N2CCc3ccccc32)c1
→ i	4%	2%	21%	10%	-28%	1	-34%[inhibitor]	12%
12. CC(=O)N(CC1CCCO1)C1(C(=O)NC2CCCC2)CCCCC1 (configuration not stated)
→ i	-1%	-12%	-13%	6%	0%	-13	?	-20%
13. [O-][N+]12CC[N+]([O-])(CC1)c1ccccc12
→ i	-3%	-4%	-28%	9%	1%	31	i	-9%
14. O=C1/C(=C/c2cccnc2)Oc2cc(OS(=O)(=O)c3ccc(Cl)cc3)ccc21
→ i	10%	4%	-21%	-8%	14%	13	-7%[57.5 µM]	-13%
15. Cc1cn2c(=O)cc(COC(=O)c3cccc(NC(=O)c4ccccc4C)c3)nc2s1
→ .	-16%	.	-5%	.	4%	.	i	17%
16. O=[N+]([O-])c1c(C(Cl)Cl)nn(-c2ccccc2)c1N1CCCC1
→ i	-51%[inhibitor]	-32%[inhibitor]	-12%	6%	6%	-12	-26%[57.5 µM]	29%
17. Cc1cccc(NC(=O)[C@@H]2CCCN2C(=O)OC(C)(C)C)c1C
→ i	1%	-5%	8%	21%	34%	-7	i	-4%
18. CC(C)(C)CC(=O)Nc1ccc(C(N)=O)cc1
→ .	11%	.	1%	-2%	-1%	10	-13%	8%
19. Cc1cc(Nc2cccc(Cl)c2)nc(NCc2ccccc2)n1
→ i	-13%	?	20%	17%	10µM*	-12	-25%	14%
20. Cc1ccc(S(=O)(=O)NCC(=O)N(CC(=O)NCc2ccco2)Cc2ccccc2)cc1
→ i	-3%	-2%	-8%	14%	-10%	14	i	-14%
21. CN1CC=C2C(C#N)=C(N)C(C#N)(C#N)[C@H](c3cccc(Cl)c3)C2C1 (some centres not stated)
→ i	0%	-2%	13%	10%	-10%	0	-2%	-16%
22. COc1cc(NC(=O)c2oc3ccccc3c2C)ccc1NC(=O)c1ccco1
→ i	-8%	0%	2%	0%	-27%	45	-15%	12%
23. CC1CN(CN2C(=O)c3ccccc3C2=O)CC(C)O1 (configuration not stated)
→ i	17%	-4%	-5%	-12%	2%	-2	-8%[57.5 µM]	-15%
24. Cc1ccc(S(=O)(=O)N2[C@@H](c3ccc(Cl)c(Cl)c3)C(C(=O)O)=C[C@H]2C(C)(C)C)cc1
→ i	-7%	-44%[inhibitor]	24%	-1%	?	12	-42%[inhibitor]	17%
25. Cc1cc(C)c(S(=O)(=O)NCCc2csc3nc(-c4ccc(Cl)cc4)nn23)c(C)c1
→ .	-1%	.	2%	.	-22%	.	-34%	?
26. CCc1ccc(-c2nc(CN3CCCC(C(=O)N4CCN(c5cc(Cl)ccc5C)CC4)C3)c(C)o2)cc1 (configuration not stated)
→ .	-26%	.	?	.	4.5µM*	.	-32%	1%
27. Cc1cc(NC(=O)C(=O)NCCN2CCN(C(=O)c3cccs3)CC2)ccc1Br
→ i	7%	-3%	13%	6%	-9%	6	-9%[57.5 µM]	-15%
28. Cc1noc(C)c1COc1cccc(C(=O)Nc2ccc(OCc3ccccc3)cc2)c1
→ i	4%	2%	-8%	6%	?	4	-14%	0%
29. Cc1ccc(N2CCN(C(=O)c3[nH]c(C(F)(F)F)nc3-c3ccccc3)CC2)cc1
→ i	6%	1%	23%	-10%	-28%	3	-89%[inhibitor]	23%
30. O=C(O)C/C(=C\c1cccc(NC(=O)c2ccccc2Cl)c1)c1nc2ccccc2s1
→ i	-93%[inhibitor]	-21%	?	-2%	4%	-14	-14%	19%
31. CN(C)S(=O)(=O)c1ccc(S(=O)(=O)NCc2ccc3c(c2)OCO3)cc1
→ i	-13%	-11%	27%	1%	12%	-7	-47%[inhibitor]	0%
32. Cc1cc(C)cc(NC(=O)N2CCCC2C(=O)Nc2ccc(-n3cnnn3)cc2)c1 (configuration not stated)
→ i	-6%	-4%	9%	-10%	26%	?	-10%[57.5 µM]	-3%
33. C[C@@H]1CN([C@H](C)CO)C(=O)c2cc(Br)cnc2O[C@@H]1CN(C)C(=O)NC1CCCC1
→ i	-1%	2%	-24%	-3%	14%	1	-41%[inhibitor]	-2%
34. Cc1c(C(=O)NCCCN2CCCC2=O)oc2ccc(S(=O)(=O)N3CCOCC3)cc12
→ i	26%	2%	20%	27%	8%	3	i	0%
35. Cc1c(Cl)cccc1NC(=O)COC(=O)Cc1ccsc1
→ i	24%	10%	-28%	-2%	10%	5	i	?
36. Cc1c(NC(=O)C(C)OC(=O)c2cccc([N+](=O)[O-])c2)c(=O)n(-c2ccccc2)n1C (configuration not stated)
→ i	-5%	-4%	-1%	-1%	1%	-18	i	-23%
37. CC(C)C[C@@H](CN1CCC[C@H]1CN1C(=O)C(=O)NC[C@@H]1Cc1ccc(O)cc1)N1C[C@H](Cc2ccc(O)cc2)N(CC2CCCCC2)C(=O)C1=O
→ i	-8%	10%	20%	-4%	33%[activator]	-12	?	-12%
38. Cc1ccn2c(CN(C)CCn3nc(C)cc3C)c(C(=O)N3CCCCCC3)nc2c1
→ i	7%	2%	-33%	17%	-9%	1	-1%	15%
39. COc1ccccc1NS(=O)(=O)c1cn(C)c(C)n1
→ .	-20%	1%	-19%	-3%	7%	.	?	-21%
40. CCn1c(O)c(/C=N/N=C/c2ccccc2)c2ccc(C3=NNC(=O)CC3)cc21
→ i	0%	-9%	.	-1%	-22%	21	i	0%
41. O=C(N/N=C\c1ccc(F)cc1)c1cc(OCC(F)(F)F)ccc1OCC(F)(F)F
→ i	-1%	2%	29%	-17%	0%	?	i	-23%
42. Cc1cccc(C)c1NC(=O)C1(C)CSCC(=O)N1Cc1cccc(F)c1 (configuration not stated)
→ i	3%	3%	8%	.	9%	20	-4%	10%
43. COc1cc(N2N=C(c3ccccc3)CC2c2ccccc2)c(C=O)cc1C=O (configuration not stated)
→ i	0%	-5%	-1%	1%	-8%	-10	i	-9%
44. O=C(CCN1C(=O)c2ccccc2C1=O)Nc1cccc(S(=O)(=O)N2CCCCC2)c1
→ .	14%	.	?	1%	2%	4	-28%	10%
45. COc1ccc(N(CC(=O)NC2CCS(=O)(=O)C2)S(=O)(=O)c2ccc(Cl)c(Cl)c2)cc1 (configuration not stated)
→ i	-1%	-4%	-1%	10%	18%	-1	i	2%
46. CN(C)c1ccc(NC(=O)CN2CCc3ccccc3C2)cc1
→ i	-1%	-1%	6%	18%	-11%	-15	i	-2%
47. C=C(C)Cn1c(=S)[nH]c2ccccc2c1=O
→ i	27%	5%	-15%	8%	-26%	3	-2%	13µM*
48. N#CC1=C(N)SC2(CCCCC2)SC1c1ccccc1 (configuration not stated)
→ i	0%	-3%	17%	-5%	12%	-8	-2%	25%
49. COc1ccc(CNc2oc(C)nc2C#N)cc1
→ i	30%	3%	-5%	-1%	2%	18	-4%[57.5 µM]	0%
50. Cc1ccc(OCCN2C(=O)C(=O)c3cccc(C)c32)cc1
→ i	20%	?	-12%	11%	2%	?	-3%	26%

Next part.
Under each structure: pAkt inh	Abeta yeast res	aSyn yeast inh	FUS yeast rescue	GLP-1R agonist	GLP-1R inv ag	D3 antag	PTHR1 agonist	TDP-43 yeast inh
51. CCn1c(CNC(=O)c2ccc3c(c2)OCO3)nnc1SCC(=O)Nc1ccccc1F
→ i	5%	-4%	-6%	1%	20%	0	17%	20%
52. O=C(CN1CCN(S(=O)(=O)c2ccc(Br)cc2)CC1)Nc1ccccc1C(=O)c1ccccc1
→ i	-6%	4%	.	-4%	10%	-72*	-20%	17%
53. CCCCNC(=O)CCSc1ccc(C)cc1
→ i	7%	-1%	.	-1%	1%	-19	i	5%
54. CCN(CC)C(=O)[C@H]1C[C@H](CC(=O)NC/C=C(\C)CCC=C(C)C)C(=O)N2CCc3c([nH]c4ccc(Cl)cc34)[C@]12C
→ i	9%	-1%	-1%	-2%	8%	-8	-26%	17%
55. CCOC(=O)C1(C)CCCN1C(=O)c1ccccc1OC (configuration not stated)
→ i	-8%	-9%	-16%	-4%	18%	22	i	14%
56. COCCn1c(SCC(=O)c2ccccc2)nc2ccccc2c1=O
→ i	-17%	10%	23%	23%	-4%	-5	-25%	3%

These rows are one share of the data; rates above refer to the full screens.
